High-throughput results: PubChem BioAssay, several laboratories
T cell modulator: modulates CD8 T cell binding to vesicles; 2C CD8+ T cell-vesicle binding, flow cytometry; stronger effect = lower value; calls only at 7 µM; 0.068% of 330,000 active; AID 2052;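 active = response, share of CD8 T cells binding vesicles, and their 90th percentile fluorescence all below set limits, cut at about 80% in these data, passing the limit was not always enough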
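Also added: QL9-peptide-loaded Drosophila micro-vesicles bearing Ld, ICAM-1 and B7-1; Test system: purified 2C TCR transgenic mouse naive CD8+ T cells; Measured by: cytometric PE anti-B7-1 and Alexa647 anti-CD8 signals after 1% paraformaldehyde fixation; Timing: binding step 1.5 h, 37 °C, antibody labelling 20 min, ice.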
Hep lipid drop: hepatic lipid droplet formation modulation; AML12 mouse hepatocytes, oleate lipid droplets, BODIPY imaging; inhibition, % at 6.5 µM; 0.4% of 240,000 active; AID 1656;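 active = lipid droplet intensity inhibited by at least 50%, with more than 500 cells counted; inconclusive = wells with under 300 cells, treated as cytotoxic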
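Material: mouse AML12 hepatocyte cell line, fixed after treatment; Timing: compound with oleate, overnight; Technique: high-content imaging of BODIPY-stained droplets and DAPI nuclei; Probe or stimulus: oleate, 100 µM final; Dosing: compound at 6.5 µM only.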
Insulin prom up: MIN6 insulin promoter up-regulation | MIN6 insulin promoter-GFP reporter, high-content imaging; stronger effect = higher value | z-score at 5 µM | 0.3% of 190,000 active;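 active = z-score above 3 at 5 µM with at least 500 cells counted in the well; inconclusive = wells under 500 cells, flagged as cytotoxic or low count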
Autophagy mod: autophagy modulation, high-content screen. MEF GFP-LC3 puncta imaging; test concentration mostly 10 µM. calls only at 10 µM (by protocol). 0.98% of 190,000 active. AID 463193;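 active = percentage of spot-positive cells more than 3 SD above its plate mean, without a fluorescence outlier flag or 80% toxicity; inconclusive = no clear call, values can overlap the other calls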;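 note: spot-positive cell cutoff set from DMSO-treated cells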
WT yeast gro inh: growth inhibition of WT yeast, mitochondrial fusion screen | mitochondrial fusion phenotypic screen, WT strain | inhibition, % at 10 µM | 2.1% of 190,000 active; in the data active = inhibition above about 58%; tested in S. cerevisiae
MT stabilize HCS: microtubule stabilization, imaging screen; 0.83% of 200,000 active; % tubulin-high responders, % at 10 µM; HeLa tubulin immunostaining HCS, 24 h; share of cells brighter than vehicle mean+2SD;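 active = plate Z-score above 3 for both tubulin-high and condensed-nucleus cell shares, with cell loss under 80%, at 10 µM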;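 note: anti alpha tubulin signal scored within the nucleus-defined area of each cell; some results filed as inactive read as strong as hits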
West Nile virus CPE: inhibition of WNV-induced cytopathic effect – cell-based, CPE readout (AID 1621); CPE inhibition, % at 10 µM; hits with a dose series show IC50 in µM; West Nile virus-infected cells, CPE inhibition; higher % means a stronger effect; 0.02% of 290,000 active; in the data active = a potency from the dose series; inconclusive = CPE inhibition mostly from about 3.7% at the one dose, without a potency; inactive = the rest, 99 in 100 with CPE inhibition below about 2.2%; note: strong numbers were not always called active
b-catenin transl: beta-catenin nuclear translocation modulation; HeLa beta-catenin nuclear translocation, immunofluorescence imaging; nuclear translocation activity, % at 5 µM; 0.3% of 190,000 active; AID 1665;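 active = nuclear translocation activity above 50% at 5 µM, with a well cell count of 50 or more; inconclusive = wells under 50 cells across six images, flagged as toxic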;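 note: per-cell ratio of nuclear to cytoplasmic median beta-catenin stain intensity; plate controls were DMSO negative control for no effect and GSK-3 inhibitor IX positive control for full effect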
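Assay system: human HeLa cells, native beta-catenin; doses: 5 µM primary, 0.02–20 µM confirmation; incubation: compound treatment 24 h, 37°C, 5% CO2; technique: fluorescence imaging of beta-catenin antibody stain plus DAPI; measure: % activation, nuclear-to-cytoplasmic median beta-catenin signal ratio per cell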
Myeloid diff 2: myeloid differentiation induction. ER-HoxA9 myeloid progenitors, lysozyme-GFP differentiation, flow cytometry. calls only at 10 µM. 1% of 360,000 active. AID 624256;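 active = normalized GFP-positive differentiation at or above the plate's own cutoff, the solvent-only control mean plus 3 SD; inconclusive = no clear call, values can overlap the other calls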;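 note: cells exposed to compound for four days before flow analysis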
WT yeast gro inh mutant strain: also measured in WT yeast gro inh; calls as there; inhibition, %; mitochondrial fusion phenotypic screen, mutant strain inhibition
Insulin prom up cell count: further read-out of Insulin prom up, marked with its call; cell count; measured here: cytotoxicity, nuclei count;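 total cells summed across four imaged fields per well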
Hep lipid drop cells 6.5 µM: further read-out of Hep lipid drop, marked with its call; cell count; measured here: cell count, cytotoxicity flag;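 cells counted across two imaged fields per well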
b-catenin transl cell count 5 µM: second read-out of b-catenin transl, no call of its own (marks repeat the call); cell count; measured here: cell count, cytotoxicity flag
T cell modulator vesicle-bound %: recorded beside T cell modulator, whose call it bears; double positive events, %; measured here: CD8+ vesicle-bound cell fraction;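 binding gate set so that unloaded-vesicle control wells show 10% double positive cells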
MT stabilize HCS Hoechst-high %: also measured in MT stabilize HCS; calls as there; % Hoechst-high responders; measured here: nuclear condensation Hoechst responders;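 share of cells brighter than vehicle mean plus two SD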
MT stabilize HCS cytotoxicity %: recorded beside MT stabilize HCS, whose call it bears; toxicity, %; measured here: cytotoxicity by cell density;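 0% = mean cell density of plate MIN control wells and 100% = no cells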
Autophagy mod cell loss 18 h: also measured in Autophagy mod; calls as there; toxicity, %; measured here: cell loss, nuclei count;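 cell loss after 18 h compound exposure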
Myeloid diff 2 GFP+ MAC1+ %: further read-out of Myeloid diff 2, marked with its call; GFP+ MAC1+ double positive, %; measured here: differentiation confirmed by MAC1 staining
The depositor's hits bear a star; i = inactive; ? = inconclusive; . = no result given; + = active, no number.

The line under a structure holds: T cell modulator, T cell modulator vesicle-bound %, Hep lipid drop, Hep lipid drop cells 6.5 µM, Insulin prom up, Insulin prom up cell count, Autophagy mod, Autophagy mod cell loss 18 h, WT yeast gro inh, WT yeast gro inh mutant strain, MT stabilize HCS, MT stabilize HCS Hoechst-high %, MT stabilize HCS cytotoxicity %, West Nile virus CPE, b-catenin transl, b-catenin transl cell count 5 µM, Myeloid diff 2, Myeloid diff 2 GFP+ MAC1+ %
CCN(CC)S(=O)(=O)c1cc(C(=O)Oc2ccccc2OC)ccc1OC
  i, 44, ., ., -0.02, 1088, i, 8, -3, -6, 1.1, 1.6, 7.0, 0.3%, -2.8, 1014, i, 1.5
O=S(=O)(c1ccc(F)cc1)n1ccc(-c2cccc(OCc3c(F)cccc3Cl)c2)n1
  i, 22, ., ., ., ., i, 7, 7, 17, 2.2, 2.3, 11, -0.7%, ., ., i, 1.3
O=C(NC(=S)NNC(=O)c1cccs1)c1ccco1
  i, 41, ., ., 1.3, 1373, i, -18, -1, 2, 4.9, 2.5, 6.2, ., -1.5, 1293, i, 1.5
CCN(CCC(=O)O)c1ccccc1
  i, 47, -1, 752, 0.43, 782, i, -7, 24, -9, 2.1, 1.3, 8.3, 0.4%, -1.0, 1192, i, 0.4
O=C(CO/N=C/c1cccc([N+](=O)[O-])c1)Nc1ccc2ccccc2c1
  i, 0, -4, 793, 0.69, 835, i, -6, 28, 31, 1.3, 1.5, 6.7, -0.1%, -4.0, 1130, i, 2.2
CC(=O)c1c(C)[nH]c(C(=O)N2CCN(c3cc(Cl)ccc3C)CC2)c1C
  i, 35, 12, 712, 1.5, 999, i, 47, 19, 1, 53*, 60*, 34*, 0.5%, ., ., ?, .
COc1ccc2oc(=O)c(C(=O)O)cc2c1
  i, 21, -1, 752, 0.75, 1366, i, -4, -17, -1, 2.8, 0.6, 64, -0.4%, -4.0, 1200, i, 0.9
O=C(C1CCCO1)N1CCN(C(=S)Nc2cccc(Cl)c2)CC1 (stereo unspecified)
  i, 53, -8, 659, 1.2, 1305, i, -8, -4, 26, 3.0, 1.8, 1.9, -1.0%, 2.5, 838, i, 0.5
COc1cccc(NC(=O)C2C3C=CC4(O3)C2C(=O)N(CCCN2CCCCC2)C4C(=O)NC2CCCCC2)c1 (stereo unspecified)
  i, 14, 18, 842, ., ., ., ., ., ., ., ., ., 0.5%, ., ., i, 2.0
CCOc1cc(/C=N/NC(=O)Cc2ccc(C(F)(F)F)cc2[N+](=O)[O-])ccc1O
  i, 38, -24, 681, -0.08, 1288, i, -8, -3, 0, 2.9, 4.3, 7.3, -0.7%, -0.7, 957, i, 0.8

(continued)
The line under a structure holds: T cell modulator, T cell modulator vesicle-bound %, Hep lipid drop, Hep lipid drop cells 6.5 µM, Insulin prom up, Insulin prom up cell count, Autophagy mod, Autophagy mod cell loss 18 h, WT yeast gro inh, WT yeast gro inh mutant strain, MT stabilize HCS, MT stabilize HCS Hoechst-high %, MT stabilize HCS cytotoxicity %, West Nile virus CPE, b-catenin transl, b-catenin transl cell count 5 µM, Myeloid diff 2, Myeloid diff 2 GFP+ MAC1+ %
COCCCn1c(SCC(=O)O)nc2cc(OC)c(OC)cc2c1=N
  i, 32, 19, 664, 0.14, 1535, i, 7, -10, -10, 4.4, 1.2, 13, 0.1%, 0.6, 1086, i, 0.1
Cc1cc(C)cc(NC(=S)NC(=O)C2CC2)c1
  i, 10, -6, 712, ., ., ., ., ., ., ., ., ., 0.0%, ., ., i, 0.2
CC(C)OC(=O)c1ccc(NC(=O)c2ccccc2)cc1
  i, 0, 13, 560, ., ., +, 7.1*, 29, 1, 2.0, 1.2, 4.8, 0.1%, -0.7, 933, i, 0.5
COc1ccc(C(=O)Nc2ccccc2-c2nnn(CC(=O)N3CCOCC3)n2)cc1
  i, 22, -7, 675, ., ., i, 25, -4, 0, 2.4, 0.9, 2.5, 0.3%, -0.2, 1038, i, 0.4
CC(=O)N1CCC(=O)Nc2ccc([N+](=O)[O-])cc21
  i, 13, -9, 661, ., ., i, 4, -9, 17, 1.9, 2.3, 8.8, 0.3%, -1.5, 701, i, 0.2
O=C(NCC1CCCO1)c1cc2c([nH]c3ccccc32)c(-c2ccc(F)cc2)n1 (stereo unspecified)
  i, 25, 8, 802, ., ., ., ., ., ., ., ., ., -1.8%, ., ., ?, .
c1ccc(N/N=C(\Cc2ncc[nH]2)c2ccccc2)cc1
  i, 14, 18, 691, 0.81, 1277, i, -6, 9, 13, 3.6, 2.2, 1.3, 0.9%, 1.5, 1027, i, 0.6
COc1ccc(C2C(C(=O)Nc3ccc(OC)c(OC)c3)c3ccccc3C(=O)N2C)cc1 (stereo unspecified)
  i, 1, 4, 695, -0.42, 1220, i, -13, -8, 0, 3.9, 3.4, 5.6, -0.1%, -1.5, 1064, i, 0.5
Cc1ccc(-c2nc3cccnc3s2)cc1NS(=O)(=O)c1ccc2c(c1)OCCO2
  i, 17, -2, 624, 1.6, 1924, i, 2, 49, 54, 2.0, 6.5, 0.2, 0.7%, -1.2, 1094, i, 2.1
O=C(CNS(=O)(=O)c1ccccc1)NCc1ccco1
  i, 18, -3, 754, ., ., ., ., ., ., ., ., ., 0.0%, ., ., i, 1.1

(listing goes on)
The line under a structure holds: T cell modulator, T cell modulator vesicle-bound %, Hep lipid drop, Hep lipid drop cells 6.5 µM, Insulin prom up, Insulin prom up cell count, Autophagy mod, Autophagy mod cell loss 18 h, WT yeast gro inh, WT yeast gro inh mutant strain, MT stabilize HCS, MT stabilize HCS Hoechst-high %, MT stabilize HCS cytotoxicity %, West Nile virus CPE, b-catenin transl, b-catenin transl cell count 5 µM, Myeloid diff 2, Myeloid diff 2 GFP+ MAC1+ %
COc1ccc(C2C(C(=O)Nc3cccnc3)=C(C)Nc3nc(-c4ccco4)nn32)cc1 (stereo unspecified)
  i, 62, ., ., -1.1, 899, i, 2, 2, 3, 1.5, 3.3, 4.4, -0.2%, -6.5, 1104, i, 1.3
CC(C)CCNC(=O)c1cn(C)c2ccc(S(=O)(=O)N3CCCC3)cc2c1=O
  i, 13, -19, 663, ., ., ., ., ., ., ., ., ., 1.2%, ., ., i, 1.5
CN(Cc1ccc(F)cc1)S(=O)(=O)c1nnc(NC(=O)c2ccccc2)s1
  i, 36, -23, 664, ., ., ., ., ., ., ., ., ., -0.5%, ., ., i, 0.7
O=C(CN1C(=O)C2C3C=CC(C3)C2C1=O)NCc1ccc2c(c1)OCO2 (stereo unspecified)
  i, 37, -4, 664, 0.4, 1673, i, -12, 12, 15, 2.2, 1.9, 7.8, -0.5%, -1.4, 1122, i, 0.6
CC(C)CC(=O)Nc1ccc2c(c1)OCO2
  i, 51, -4, 701, 0.5, 1451, +, 0.0*, -16, 6, 5.3, 2.7, 6.4, 0.0%, -0.7, 1503, i, 0.3
COc1ccccc1NC(=O)c1ccc(NC(=O)COC(=O)CC(NC(=O)c2ccccc2Cl)c2ccccc2)cc1 (stereo unspecified)
  i, 62, 12, 594, -0.25, 1342, i, 3, -3, 13, 2.0, 1.8, 6.7, -0.1%, -2.1, 968, i, 0.2
Cc1cc(NC(=O)CCC(=O)N(CC(C)C)C(C(=O)NC(C)(C)C)c2ccccc2Cl)no1 (stereo unspecified)
  i, 30, 36, 809, ., ., ., ., ., ., ., ., ., 0.1%, ., ., i, 0.5
C/C(=N/O)c1ccc(N2C(=O)C3C4C=CC(C3C2=O)C2C3C(=O)N(c5ccc(/C(C)=N/O)cc5)C(=O)C3C42)cc1 (stereo unspecified)
  i, 46, 1, 736, -0.02, 1604, i, 14, 3, -6, 2.2, 2.2, 4.6, 0.0%, -0.1, 1003, ., .
COC(OC)c1ccnc(-c2ccc(OC(C)=O)cc2)n1
  i, 24, 18, 699, -0.33, 1295, i, 4, -13, 10, 1.8, 2.5, 2.1, 1.4%, -3.6, 1114, i, 0.3
O=C(O/N=C\c1ccc(N2CCOCC2)c([N+](=O)[O-])c1)c1ccc(F)cc1
  i, 47, ., ., 0.22, 1661, i, -15, 9, -9, 2.8, 3.8, 1.6, ., 0.3, 1321, i, 1.4

Remaining list, next part:
The line under a structure holds: T cell modulator, T cell modulator vesicle-bound %, Hep lipid drop, Hep lipid drop cells 6.5 µM, Insulin prom up, Insulin prom up cell count, Autophagy mod, Autophagy mod cell loss 18 h, WT yeast gro inh, WT yeast gro inh mutant strain, MT stabilize HCS, MT stabilize HCS Hoechst-high %, MT stabilize HCS cytotoxicity %, West Nile virus CPE, b-catenin transl, b-catenin transl cell count 5 µM, Myeloid diff 2, Myeloid diff 2 GFP+ MAC1+ %
COc1ccc(OCCNC(=O)/C=C/c2ccc([N+](=O)[O-])cc2)cc1
  i, 42, 1, 799, -0.14, 1458, i, -4, 1, -4, 2.6, 2.9, 9.2, -0.5%, -1.9, 598, i, 0.7
Cc1ccc2c(c1)CN1CN2Cc2cc(C)ccc21
  i, 25, ., ., 0.59, 1262, i, 15, 8, 15, 2.9, 2.8, 9.1, -0.1%, -3.3, 904, i, 0.6
CCOc1ccccc1CNCCN1CCOCC1
  i, 8, ., ., ., ., i, 4, -7, 8, 2.6, 2.5, 4.2, 0.1%, ., ., i, 0.5
O=C(c1cccc2ccccc12)N1CCN(c2ccc([N+](=O)[O-])c(NCc3ccco3)c2)CC1
  i, 39, 9, 644, -2.2, 1408, i, -6, 4, -17, 5.7, 5.2, 2.1, -1.2%, 5.1, 986, i, 0.1
COc1ccc(C(=O)NC2(C(F)(F)F)NC(=O)N(CCCc3ccccc3)C2=O)c(OC)c1OC (stereo unspecified)
  i, 54, 10, 668, -0.46, 1310, i, 48, -4, -7, 5.3, 1.6, 7.9, ., -0.3, 937, i, 0.4
